IDE cell inh: human IDE inhibitors in live cells, primary screen, fluorescence polarization, HEK cells, FAbetaB substrate. FAbetaB cleavage. inhibition, % at 5.59 µM. Insulin-degrading enzyme (Homo sapiens), P14735. AID 434962, 2010. 0.41% of 320,000 active;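 active means percent inhibition above the average of all tested compounds plus 3 SD, set per screening campaign, cut at about 16% in these data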;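 further: IDE supplied by intact live HEK cells; FP after avidin binding of uncleaved biotin substrate so inhibition keeps polarization high; 0% = DMSO wells and 100% = 60 µM reference IDE inhibitor Ii1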
Target sequence (P14735 whole entry, looked up): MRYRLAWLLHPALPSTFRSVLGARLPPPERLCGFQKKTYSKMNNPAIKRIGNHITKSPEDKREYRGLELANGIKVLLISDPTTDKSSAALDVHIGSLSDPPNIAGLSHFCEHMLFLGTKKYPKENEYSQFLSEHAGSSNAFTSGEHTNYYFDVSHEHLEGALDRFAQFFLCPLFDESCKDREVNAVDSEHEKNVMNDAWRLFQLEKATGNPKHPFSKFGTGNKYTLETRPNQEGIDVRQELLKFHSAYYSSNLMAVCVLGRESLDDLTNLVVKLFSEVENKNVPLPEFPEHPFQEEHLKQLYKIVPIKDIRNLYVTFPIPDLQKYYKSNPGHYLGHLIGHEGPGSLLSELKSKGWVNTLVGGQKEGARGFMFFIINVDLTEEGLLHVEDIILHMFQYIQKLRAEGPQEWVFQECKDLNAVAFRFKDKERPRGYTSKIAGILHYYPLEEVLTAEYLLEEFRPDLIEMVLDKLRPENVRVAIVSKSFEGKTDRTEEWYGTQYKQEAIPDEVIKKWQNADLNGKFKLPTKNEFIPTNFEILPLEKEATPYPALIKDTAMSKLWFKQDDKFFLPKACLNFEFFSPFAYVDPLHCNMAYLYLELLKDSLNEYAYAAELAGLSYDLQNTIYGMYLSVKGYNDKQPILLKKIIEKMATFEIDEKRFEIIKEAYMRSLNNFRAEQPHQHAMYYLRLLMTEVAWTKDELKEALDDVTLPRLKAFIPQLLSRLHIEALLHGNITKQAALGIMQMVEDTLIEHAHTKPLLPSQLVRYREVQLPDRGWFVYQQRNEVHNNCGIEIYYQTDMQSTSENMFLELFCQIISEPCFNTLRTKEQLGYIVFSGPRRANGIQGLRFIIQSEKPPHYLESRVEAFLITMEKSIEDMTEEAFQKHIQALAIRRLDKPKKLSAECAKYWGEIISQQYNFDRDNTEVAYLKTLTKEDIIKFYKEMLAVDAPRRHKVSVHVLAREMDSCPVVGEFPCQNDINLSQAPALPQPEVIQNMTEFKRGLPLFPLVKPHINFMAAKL
MEKK2mut PB1 HTS: MEK5 binding signal on mutant MEKK2 PB1, primary screen, biochemical, multiplex bead flow cytometry, Alexa488-MEK5; Alexa488-MEK5 binding to MEKK2 mutant; percent response, % at 10 µM; 0.35% of 290,000 active; AID 1530, 2009; in the data active means percent response above about 24%, passing the limit was not always enough; further: inactives centre near 1; some results filed as inactive read as strong as hits; reference of the scale not given here
MEKK3 PB1 HTS: modulators of MEKK3-MEK5 PB1 binding, primary screen, biochemical, wildtype MEKK3, multiplex bead flow cytometry, Alexa488-MEK5. Mitogen-activated protein kinase kinase kinase 3 (Homo sapiens), Q99759. binding response (% of control), % at 10 µM. AID 1529, 2009. 1.4% of 290,000 active. bead-based flow cytometry, Alexa488-MEK5 binding to MEKK3; actives lie on both sides; 0 = blocked by unlabeled MEK5, 100 = vehicle;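 active means binding response more than 3 SD above or below the average of its plate-row segment, actives on both sides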;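 further: Alexa488 bead fluorescence after subtracting the streptavidin-only scavenger bead signal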
IDE act: human IDE activators in live cells, primary screen, fluorescence polarization, HEK cells, FAbeta-B substrate; Insulin-degrading enzyme (Homo sapiens), P14735; FAbeta-B cleavage; 0% vehicle, 100% cell-free pure enzyme wells; activation, % at 5.96 µM; 0.073% of 340,000 active; AID 493087, 2011;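 active means activation above the mean of all tested compounds plus 3 SD, set per screening campaign, cut at about 17% in these data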
PfM18AAP inh: PfM18AAP inhibitors, malaria aminopeptidase, primary screen, biochemical, QFRET, recombinant enzyme; H-Glu-NHMec fluorogenic cleavage; inhibition, % at 7.35 µM; 1.2% of 290,000 active;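 active means inhibition above the campaign mean inhibition over all tested compounds plus 3 SD, cut at about 28% in these data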;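 further: 0% = plate median of test compound wells and 100% = 2 mM ZnCl2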
pCIP destab: p/CIP-EGFP fusion destabilizers, primary screen, fluorescence, F442A cells | AID 1984, 2009 | decrease of EGFP signal, % at 10 µM | 0.01% of 290,000 active | 16 h | Q05BA5;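 active means EGFP signal decrease of at least 30% at 10 µM or well 3 SD below plate mean, unless failing retest; inactive means the rest, including hits failing retest or dose response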; further: some compounds called inactive have numbers as strong as hits; many of its hits are not listed in these tables
MEKK2wt PB1 HTS: modulators of MEK5 binding to wildtype MEKK2, primary screen, biochemical, multiplex bead flow cytometry, Alexa488-MEK5; AID 1531, 2009; binding response (% of control), % at 10 µM; 1.1% of 290,000 active; Mitogen-activated protein kinase kinase kinase 2 (Homo sapiens), Q9Y2U5; Alexa488-MEK5 binding to MEKK2 WT; actives lie on both sides; in the data active means binding response below about 67% or above about 130%
SUMO HTRF inh: inhibitors of in vitro SUMOylation cascade, primary screen, biochemical, HTRF, uHTS. SUMO-conjugating enzyme UBC9 (Homo sapiens), P63279. AID 2006, 2009. inhibition, % at 35 µM. 0.36% of 290,000 active. HTRF SUMOylation assay, SAE1/SAE2 + UBC9; in the data active means inhibition above about 50%, passing the limit was not always enough; further: strong numbers were not always called active
NALP1 inh: NALP1 inflammasome inhibitors in reconstituted yeast, colorimetric, S. cerevisiae, triplicate retest. S. cerevisiae NALP1/ASC/caspase-1 growth, X-gal OD620, 72 h. inhibition, % at 10 µM. AID 2071, 2009. 0.61% of 280,000 active; in the data active means inhibition mostly above about 24%, no sharp cut-off; inactive means mostly below about 32%; further: some compounds called inactive have numbers as strong as hits
* = called active by the depositor; / = no result given. The list is partial; rates above refer to the full screens.

PfM18AAP inh	MEKK2mut PB1 HTS	SUMO HTRF inh	MEKK2wt PB1 HTS	MEKK3 PB1 HTS	IDE act	IDE cell inh	NALP1 inh	pCIP destab	mol
6.0	13.0	12.4	115.0	103.0	1.4	-4.6	9.8	7.4	CC1CCc2nc(NC(=O)CN3CCN(c4ccc(F)cc4)CC3)sc2C1 (stereo not given)
-15.2	10.0	25.4	102.0	108.0	0.0	-0.3	8.1	-0.6	Cc1ccc(Nc2ccc(N)cc2S(=O)(=O)O)cc1
-6.4	1.0	15.7	101.0	101.0	3.1	-3.4	14.8	2.2	Cc1ccc(S(=O)(=O)CC(=O)NC(C)c2ccccc2)cc1 (stereo not given)
0.8	5.0	2.2	113.0	101.0	-11.2	7.8	-3.1	-3.9	Clc1cccc(CSc2nc3ccncc3[nH]2)c1
5.5	4.0	14.1	104.0	103.0	4.1	8.2	10.5	-7.2	Cc1cccc(C)c1NC(=O)C(c1ccccc1)N1CCC1=O (stereo not given)
-0.2	2.0	2.4	97.0	98.0	/	2.3	8.0	-4.0	Cc1cc(C)c(-n2c(C)cc(/C=C3/NC(=O)NC3=O)c2C)c(C)c1
-0.1	-1.0	2.2	96.0	99.0	3.4	-0.9	20.8	-7.8	CC1CC(C)CN(C(=O)c2nn(C)c3c2CS(=O)(=O)c2ccccc2-3)C1 (stereo not given)
19.0	-2.0	9.8	99.0	97.0	0.8	2.5	3.3	0.7	O=c1[nH]nc(N/N=C/c2ccccc2OC(F)F)c(=O)[nH]1
-11.4	-1.0	20.1	93.0	114.0	-2.8	-1.9	22.0	-4.0	O=C(Nc1ccccc1C(=O)NC(Cc1ccccc1)C(=O)NC1CCCCC1)c1ccccc1 (stereo not given)
-0.7	13.0	11.1	107.0	106.0	2.0	5.4	-13.2	-0.9	COc1cc(CN2CCCC(N3CCN(c4ccccc4C)CC3)C2)ccc1O (stereo not given)
-9.7	3.0	18.1	99.0	101.0	2.8	1.3	-4.2	-11.8	Cc1noc(NS(=O)(=O)c2ccc(NC(=O)C(CC(C)C)N3C(=O)c4ccccc4C3=O)cc2)c1C (stereo not given)
-3.7	3.0	6.6	114.0	114.0	0.7	5.4	9.9	0.9	O=C(CSc1nc(-c2ccccc2)cs1)N1CCN(C(=O)c2ccco2)CC1
2.9	7.0	-1.2	112.0	114.0	2.3	3.8	1.1	3.2	O=C(OCn1nnc2ccccc2c1=O)c1ccc(S(=O)(=O)N2CCOCC2)cc1
-4.6	3.0	15.5	102.0	97.0	0.2	-5.9	12.0	1.9	CN(C)c1ccc(C(=O)N2CCNC(=O)C2CC(=O)Nc2ccc(F)cc2)cc1 (stereo not given)
-6.8	6.0	-3.2	109.0	109.0	-1.9	2.4	/	-11.0	O=C(CCC1CCCCC1)NCc1ccncc1
-5.1	-1.0	11.1	99.0	100.0	0.5	-9.8	16.1	-0.8	COc1ccc(N2C(=O)CSC23C(=O)N2CCCc4cccc3c42)cc1 (stereo not given)
6.6	0.0	5.0	102.0	99.0	0.8	4.0	-4.7	3.1	CCOc1ccc2ccccc2c1/C=N/NC(=O)c1ccc(C)nc1
9.5	-4.0	20.1	98.0	102.0	-3.4	8.2	18.3	3.3	CCOc1ccc(NC(=O)c2ccc(CN3CCc4ccccc4C3)cc2)cc1
4.9	7.0	5.2	112.0	109.0	5.0	-1.2	/	-11.5	O=C(CCn1c(=O)oc2ccccc21)Nc1cccc(Cl)c1
-10.8	-1.0	0.8	105.0	112.0	/	0.9	-8.3	3.2	CCn1c(COc2ccccc2C)nnc1SCc1nc2ccccc2c(=O)[nH]1
1.6	-3.0	/	100.0	101.0	6.8	4.0	-14.5	1.9	CC(=O)Nc1ccc(S(=O)(=O)NCc2ccc(C(=O)N3CCOCC3)cc2)cc1
-13.6	6.0	22.3	111.0	110.0	-3.6	/	3.9	-8.2	COc1cc2c(cc1OC)C(c1cccc(Cl)c1)CC(=O)N2 (stereo not given)
2.5	-2.0	70.0*	74.0	91.0	2.6	/	37.2	-11.5	Cc1[nH][nH]c(=O)c1C(c1c(C)[nH][nH]c1=O)c1cn(Cc2ccccc2Cl)c2ccccc12
-3.4	4.0	-2.7	100.0	101.0	-1.0	9.6	18.0	0.2	Cc1ccc(NC(=O)CN2CCc3cc4c(cc3C2)OCCCO4)cc1C
1.6	-10.0	-14.4	88.0	88.0	10.0	-4.9	27.0	15.7	COc1ccccc1NC(=O)c1ccccc1-c1nc(-c2ccccc2OC)no1
3.4	14.0	12.9	104.0	103.0	-5.8	0.3	17.4	3.7	Cn1c2ccc(F)cc2c2nc3ccccc3nc21
-1.9	8.0	10.0	105.0	103.0	2.5	-0.3	16.7	-16.5	Cc1ccc(-n2nnnc2SCC(=O)NC2CC2)cc1C
3.5	-1.0	-5.7	95.0	100.0	5.2	/	14.0	6.3	Cc1cc(C)cc(NC(=O)c2cccc(N3C(=O)C4C5C=CC(C5)C4C3=O)c2)c1 (stereo not given)
-0.2	4.0	14.5	75.0	72.0	4.4	2.8	11.3	-6.2	Cc1cc(=O)oc2cc(OC(=O)c3ccccc3)ccc12
0.0	-8.0	-5.1	96.0	99.0	1.3	-2.5	27.2	-8.8	Cc1ccc(C(=O)Nc2cccc(C(=O)N/N=C/c3ccc(O)cc3)c2)cc1
-3.1	-10.0	17.8	96.0	88.0	8.2	3.9	/	13.4	O=c1[nH]nc(-c2ccc(F)cc2)cc1Cc1cccs1
6.8	0.0	39.3	100.0	94.0	-0.3	0.9	13.7	-12.7	COc1ccc(CNC(=O)C(C)N(Cc2ccco2)C(=O)c2snc(C(N)=O)c2N)cc1 (stereo not given)
4.5	0.0	3.4	96.0	102.0	2.9	14.2	16.0	19.4	CC(C)NC(=O)NC(=O)COC(=O)c1cccc(OC(F)F)c1
-0.1	5.0	8.8	108.0	103.0	1.5	-3.3	3.5	-6.6	CS(=O)(=O)N(CC(=O)NC1CC1)c1cccc(F)c1
4.0	3.0	7.6	102.0	102.0	7.2	-2.1	4.0	-1.4	CC1Sc2ccc(S(=O)(=O)N3CCC(C(=O)NCc4ccco4)CC3)cc2NC1=O (stereo not given)
9.1	1.0	17.7	102.0	97.0	/	-7.2	/	7.9	N#Cc1ccc(OCC(=O)n2cc(C(=O)c3cc(Cl)cc(Cl)c3O)cn2)cc1
-7.0	2.0	7.2	109.0	104.0	0.2	-2.5	2.9	-9.0	CCCOc1ccc(-c2nc(C#N)c(N3CCN(C)CC3)o2)cc1
-5.3	-6.0	11.0	93.0	99.0	1.0	-9.3	29.5	-6.5	O=C(CSc1ccc2nnc(-c3cccnc3)n2n1)c1ccccc1
4.7	4.0	2.2	105.0	105.0	3.1	0.5	7.7	5.0	COc1ccc(C(=O)NC(=S)N(Cc2ccccc2)Cc2ccccc2)cc1
/	5.0	27.9	87.0	107.0	0.8	1.2	/	-8.4	CC(C)n1cnc2c(N(C)c3cccc(Cl)c3)nc(N(CCO)CCO)nc21
7.1	4.0	-9.1	94.0	99.0	-11.6	10.6	-4.4	-13.3	Cc1cccc(CSc2[nH]c(=O)ncc2C)c1
-0.6	-9.0	18.7	88.0	87.0	-3.2	3.3	-9.9	-0.5	CCOc1ccc(CCNC(=O)c2[nH]c(C)c(C(C)=O)c2CC)cc1OCC
-12.8	0.0	2.7	102.0	105.0	1.6	-1.8	22.5	-1.4	COc1cc(CCC(=O)OCC(=O)Nc2ccc(C)cc2Cl)cc(OC)c1OC
-0.1	0.0	10.5	99.0	100.0	-1.8	-1.5	24.3	-9.2	COc1ccc(C(Nc2ccccn2)c2oc(CO)cc(=O)c2O)cc1 (stereo not given)
-4.1	5.0	-0.8	117.0	100.0	6.2	0.4	22.7	2.9	Cc1ccc(NC(=O)CCN2CCC(Cc3ccccc3)CC2)cc1
-12.3	-6.0	-14.0	94.0	101.0	-2.2	3.5	2.2	2.1	COc1ccc(CNC(=O)CSc2nn3c(=O)c(C(C)(C)C)nnc3s2)cc1OC
8.6	11.0	/	100.0	111.0	7.0	3.2	/	/	COc1ccc(NC(=O)CSC2=C(C#N)C(c3ccco3)C(C(=O)Nc3nc4ccccc4s3)=C(C)N2)cc1 (stereo not given)
-1.9	-3.0	0.3	94.0	94.0	/	5.8	10.1	3.0	CC1=C(C(=O)OCC2CCCO2)C(c2ccc(Cl)c(Cl)c2)NC(=O)N1 (stereo not given)

Gathered by group: the entries above containing a cyano group (3)
PfM18AAP inh	MEKK2mut PB1 HTS	SUMO HTRF inh	MEKK2wt PB1 HTS	MEKK3 PB1 HTS	IDE act	IDE cell inh	NALP1 inh	pCIP destab	mol
9.1	1.0	17.7	102.0	97.0	/	-7.2	/	7.9	N#Cc1ccc(OCC(=O)n2cc(C(=O)c3cc(Cl)cc(Cl)c3O)cn2)cc1
-7.0	2.0	7.2	109.0	104.0	0.2	-2.5	2.9	-9.0	CCCOc1ccc(-c2nc(C#N)c(N3CCN(C)CC3)o2)cc1
8.6	11.0	/	100.0	111.0	7.0	3.2	/	/	COc1ccc(NC(=O)CSC2=C(C#N)C(c3ccco3)C(C(=O)Nc3nc4ccccc4s3)=C(C)N2)cc1 (stereo not given)

Later entries.
PfM18AAP inh	MEKK2mut PB1 HTS	SUMO HTRF inh	MEKK2wt PB1 HTS	MEKK3 PB1 HTS	IDE act	IDE cell inh	NALP1 inh	pCIP destab	mol
-14.0	-1.0	8.4	99.0	97.0	0.5	-7.7	20.4	-1.2	CSc1n[nH]c(=O)n1-c1cccc(Cl)c1
-0.3	2.0	-16.9	104.0	99.0	0.9	3.7	14.3	-5.6	O=C(Nc1ccc(Cl)cc1)N1CCc2[nH]c3ccccc3c2C1
2.3	2.0	-10.5	107.0	104.0	-0.7	7.6	5.8	-25.0	CC(=O)N1CCc2c(sc(NC(=O)C3CCCCC3)c2C(N)=O)C1
-13.7	6.0	20.0	107.0	106.0	1.7	1.4	5.2	-9.1	O=S(=O)(Nc1nnc(C(F)(F)F)s1)c1ccc(Cl)cc1
0.3	2.0	13.3	98.0	92.0	6.3	-0.1	7.2	4.4	NC(=O)c1ccccc1OCC(=O)NS(=O)(=O)c1ccc(Cl)cc1
1.0	2.0	0.0	91.0	107.0	1.7	4.5	0.0	1.2	CCn1cc([N+](=O)[O-])c(C(=O)N2N=C(c3ccc4ccccc4c3)CC2c2cc(Br)ccc2O)n1 (stereo not given)
-0.4	0.0	-9.4	102.0	84.0	-6.5	17.2*	2.1	-8.4	CCNc1nnc(CSc2nc3ccccc3s2)s1
7.5	0.0	-2.7	105.0	123.0	4.2	8.4	22.5	11.0	O=C(CO/N=C1\CCCc2nonc21)Nc1ccc(Br)cc1
2.8	2.0	-13.4	101.0	99.0	3.0	6.8	27.5	0.5	Cc1ccc(S(=O)(=O)N2CCN(CC(=O)N/N=C\c3ccc(Cl)c([N+](=O)[O-])c3)CC2)cc1
1.4	11.0	4.0	105.0	106.0	4.1	6.1	15.1	-11.5	COc1cc(OC)cc(C(=O)Nc2ccccc2NC(C)=O)c1

From PubChem
